Screens: PubChem BioAssay, several laboratories
EBNA-1 inh – EBNA-1 DNA-binding inhibitors, primary screen, biochemical, fluorescence polarization | inhibition, % at 14.8 µM | actives 0.34% (n = 300,000) | AID 1950, 2009; in the data active = inhibition above about 28%
ZTA counter – blocks Epstein-Barr virus ZTA, an EBNA-1 counter-screen; P03206; ZTA-DNA binding, fluorescence polarization; inhibition, % at 11 µM; actives 0.15% (n = 320,000); AID 2234; in the data active = inhibition above about 33%
MEX-5 binding – MEX-5 zinc finger RNA-binding disruptors – biochemical, C. elegans, fluorescence polarization, MLPCN library, primary screen; Zinc finger protein mex-5 (Caenorhabditis elegans), Q9XUB2; MEX-5/FITC-TCR2 RNA binding; stronger effect = lower value; activity score (negative = inhibition of binding), % at 10 µM; actives 0.38% (n = 300,000); AID 1832, 2009;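 active = inhibition past about -25% in most replicates, and total fluorescence under double the plate's negative control median, limit read from the data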;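 also: 0% = DMSO and -100% = 5 µM competing unlabeled TCR2 RNA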
Target sequence (Q9XUB2 whole entry, looked up): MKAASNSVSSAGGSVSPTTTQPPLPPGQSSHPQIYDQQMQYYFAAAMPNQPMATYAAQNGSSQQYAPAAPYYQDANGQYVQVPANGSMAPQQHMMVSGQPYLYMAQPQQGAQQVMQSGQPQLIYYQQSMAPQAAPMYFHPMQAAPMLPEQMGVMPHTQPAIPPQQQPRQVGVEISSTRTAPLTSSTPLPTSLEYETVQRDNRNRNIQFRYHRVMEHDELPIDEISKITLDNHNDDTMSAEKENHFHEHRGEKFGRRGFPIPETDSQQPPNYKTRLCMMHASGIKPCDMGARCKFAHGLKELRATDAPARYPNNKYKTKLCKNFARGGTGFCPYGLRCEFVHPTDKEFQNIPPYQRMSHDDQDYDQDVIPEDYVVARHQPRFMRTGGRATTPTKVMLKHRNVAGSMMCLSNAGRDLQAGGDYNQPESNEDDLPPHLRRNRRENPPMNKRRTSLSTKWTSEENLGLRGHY
GLD-1 TGE inh – GLD-1/TGE RNA complex disruptors, primary screen, biochemical, fluorescence polarization; inhibition, % at 5.96 µM; purified GLD-1 + fluorescein TGE RNA; actives 0.44% (n = 320,000); Female germline-specific tumor suppressor gld-1 (Caenorhabditis elegans), Q17339;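 active = percent inhibition above a per-plate cutoff, the plate mean of test compounds plus 3 SD, cut at about 30% in these data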;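 also: 0% = DMSO wells with GLD-1 and probe and 100% = wells lacking GLD-1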
CR mimetic SO – reduction of superoxide in aged yeast, primary screen, HTS; S. cerevisiae aged cells, superoxide DHE fluorescence; stronger effect = lower value; actives 0.18% (n = 330,000); superoxide response (% of plate mean), % at 10 µM; AID 2690, 2010;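 active = superoxide response under a set limit, about three screen SD below normal, cut at about 65% in these data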;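 also: yeast aged for seven days with compound at 30 °C before DHE staining; 100% = average MFI of all compound-treated wells on the plate with controls excluded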
Fam108B counter – mouse Fam108B serine hydrolase inhibitors, primary screen, counter-screen for RBBP9 inhibitor project, biochemical, fluorescence polarization; recombinant Fam108B, FP-Rh probe fluorescence polarization; inhibition, % at 9.51 µM; actives 0.33% (n = 300,000);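 active = inhibition above the screen mean inhibition plus 3 SD, computed separately per campaign, cut at about 18% in these data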;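 also: inhibitors lower polarization as less probe binds the enzyme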
Efflux pump mplx – inhibitors of Candida efflux pumps in yeast, primary screen, S. cerevisiae, Nile Red, multiplex. actives 0.44% (n = 330,000). S. cerevisiae Candida pump triplex. inhibition, % at 10 µM;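 active = plate passing quality check with inhibition over a set limit, or well fluorescence over plate mean plus 4 SD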;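 also: Nile Red retained in pooled yeast measured as flow cytometry median fluorescence; 0% = buffer negative control and 100% = Enniatin B positive control; higher means more Nile Red kept so more efflux inhibition; some compounds called inactive have numbers as strong as hits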
MCL1-BIM inh – inhibitors of MCL1 binding to BIM-BH3, primary screen, biochemical, fluorescence polarization; Induced myeloid leukemia cell differentiation protein Mcl-1 (Homo sapiens), Q07820; GST-MCL1 / FITC-Bim-BH3 fluorescence polarization; actives 0.68% (n = 320,000); inhibition, % at 10.9 µM;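 active = inhibition above the mean inhibition of all tested compounds plus 3 SD, set per campaign, cut at about 40% in these data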;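 also: 0% = DMSO wells and 100% = unlabeled Bim-BH3 peptide control; higher means more loss of mP so more displacement of Bim peptide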
Target sequence (Q07820 whole entry, looked up): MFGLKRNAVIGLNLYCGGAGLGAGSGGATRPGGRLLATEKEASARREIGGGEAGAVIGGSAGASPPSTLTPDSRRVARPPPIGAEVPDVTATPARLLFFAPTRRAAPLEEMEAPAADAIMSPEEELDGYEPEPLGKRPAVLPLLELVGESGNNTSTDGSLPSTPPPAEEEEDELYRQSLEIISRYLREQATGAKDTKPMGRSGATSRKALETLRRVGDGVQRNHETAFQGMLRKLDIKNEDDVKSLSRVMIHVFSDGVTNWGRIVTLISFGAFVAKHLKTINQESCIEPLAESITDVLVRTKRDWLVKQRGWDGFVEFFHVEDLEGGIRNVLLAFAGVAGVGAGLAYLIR
BCLXL inh – inhibitors of human Bcl-xL, primary screen, biochemical, fluorescence polarization, HTS; Bcl-2-like protein 1 (Homo sapiens), Q07817; GST-Bcl-xL / FITC-Bim BH3 peptide fluorescence polarization; inhibition, % at 10.9 µM; actives 0.7% (n = 320,000);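 active = inhibition above the mean of all tested compounds plus 3 SD, cutoff set per campaign, cut at about 30% in these data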;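 also: 0% = DMSO wells and 100% = unlabeled Bim-BH3 peptide competitor; inhibitors lower millipolarization by displacing the labeled peptide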
Target sequence (Q07817 whole entry, looked up): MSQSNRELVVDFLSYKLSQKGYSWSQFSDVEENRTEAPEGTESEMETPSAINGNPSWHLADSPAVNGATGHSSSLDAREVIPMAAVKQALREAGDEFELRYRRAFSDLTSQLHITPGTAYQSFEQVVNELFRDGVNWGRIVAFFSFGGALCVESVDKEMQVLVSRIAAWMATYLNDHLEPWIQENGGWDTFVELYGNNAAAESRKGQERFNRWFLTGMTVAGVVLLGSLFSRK
* hit, by the source's call; . = not tested or not shown.

SMILES	EBNA-1 inh	ZTA counter	MEX-5 binding	GLD-1 TGE inh	CR mimetic SO	Fam108B counter	Efflux pump mplx	MCL1-BIM inh	BCLXL inh
COc1cccc(CC(=O)OCC(=O)NC2CCCCCC2)c1	4	-12	0.2	7	97	-1	-1.2	-25	-14
Cn1c(N2CCCC2)nc2c1c(=O)n(Cc1ccc(Cl)cc1)c(=O)n2C	3	2	1.9	-1	79	3	0.1	3	0
O=C(OC(C(=O)NCc1ccco1)c1ccc(Cl)cc1)c1cccs1 (stereo not drawn)	-3	6	-1.2	6	98	2	0.0	3	6
COc1ccccc1OCCNC(=O)CNC(=O)c1ccc(C(C)(C)C)cc1	.	12	.	2	105	.	0.1	5	2
COCc1cc(=O)[nH]c(SCC(=O)c2ccccc2)n1	-9	-8	-2.9	6	90	-1	0.1	1	3
O=C(Nc1nc2ccccc2[nH]1)c1ccc([N+](=O)[O-])cc1	13	13	-0.7	9	100	2	-0.1	0	-4
O=C(CN1CCN(S(=O)(=O)c2ccccc2)CC1)Nc1ccc(Cl)c(Cl)c1	1	13	-4.3	1	108	5	0.1	-1	-2
CCOC(=O)CN1N=C(c2ccc(C)cc2)CCC1=O	-1	-3	1.5	-5	105	3	-0.1	1	0
CC(=O)Oc1cccc(NC(=O)c2ccc3c(c2)C(=O)N(CC(C)C)C3=O)c1	19	12	-1.3	1	100	4	0.0	6	0
CCn1nnnc1SCC(=O)Nc1ccc(N(C)C)cc1	-6	-5	-1.8	-2	89	7	0.0	0	5
CCN(CC)CCN(C(=O)CN1C(=O)CCC1=O)c1nc2cc3c(cc2s1)OCO3	-8	-5	-3.3	9	95	4	0.1	6	3
O=C1CC(c2ccccc2)CC2=C1CN(C1CCCCC1)CN2 (stereo not drawn)	6	-2	.	3	86	4	0.0	7	3
COc1ccc(-c2c(C#Cc3ccsc3)c3cc(-c4ccc5c(c4)OCO5)ccc3n2C)cc1	.	11	.	-6	96	.	0.0	-4	0
Cn1cccc1C(=O)NC(=O)CSc1cccc[n+]1[O-]	1	1	-2.8	0	93	3	-0.1	5	5
O=C(COc1coc(CN2CCc3ccccc3C2)cc1=O)N1CCOCC1	13	8	-1.8	1	112	0	0.0	-11	-1
CC1CCCN(C(=O)c2ccc3nc[nH]c3c2)C1 (stereo not drawn)	-12	8	0.8	5	107	1	0.0	8	6
COc1cc(C)ccc1OCCOc1cc(C)ccc1Cl	-10	-9	-2.3	-2	105	-2	0.1	-5	2
COCC(=O)N/N=C\c1ccccc1OC/C=C/c1ccccc1	4	4	1.0	3	78	2	0.1	12	6
COc1ccccc1OCC(=O)N/N=C/c1cccc2cccnc12	-4	7	1.1	5	110	-4	0.0	6	5
N#CC1=C(S)N(c2ccc(F)cc2)C(c2ccco2)NC1=O (stereo not drawn)	3	5	-2.6	2	95	-2	0.0	-3	-5
CCOc1ccc(S(=O)(=O)N2CCC(C(=O)N3CCN(Cc4ccccc4)CC3)CC2)cc1	1	11	-1.0	-2	101	4	0.1	3	-1
CN1C2=CC=CC=CC2=[N+](C)C12C=CC(=[N+]([O-])[O-])C=C2[N+](=O)[O-] (stereo not drawn)	3	-1	-1.1	6	133	2	0.1	12	12
CCOC(=O)C1CCCN(S(=O)(=O)c2c(C)noc2C)C1 (stereo not drawn)	9	11	0.7	-4	100	0	0.1	1	1
COc1ccccc1NC(=S)NCc1ccc2c(c1)cc(C)n2C	2	18	-5.8	5	104	1	0.1	7	10
CCOC(=O)c1cnc2c(cnn2C)c1Oc1ccc(OC)cc1	-1	13	-1.1	-2	106	1	-0.1	0	-2

The list goes on:
Screens in order: EBNA-1 inh, ZTA counter, MEX-5 binding, GLD-1 TGE inh, CR mimetic SO, Fam108B counter, Efflux pump mplx, MCL1-BIM inh, BCLXL inh
Cc1nnc(SCC(=O)Nc2nc(-c3ccccc3)cs2)n1N
 : -7, -12, -3.6, 9, 99, 5, 0.3, 6, -1
Cc1cccc(NCc2cccc3ccccc23)n1
 : 4, -22, -0.8, -1, 96, -1, -0.1, 2, -2
Cc1cc(/C=C2\SC(=Nc3ccc(N4CCOCC4)cc3)N(C)C2=O)c(C)n1-c1cccnc1
 : 6, -10, -1.6, -10, 87, 12, 0.6, -2, 2
COc1ccc(NC(=O)C(c2cc3c(cc2[N+](=O)[O-])OCO3)N(C)c2ccccc2)cc1 (stereo not drawn)
 : 1, -6, 1.7, 11, 76, 8, -0.2, 13, 8
Cc1ccc(OCCn2cncn2)c([N+](=O)[O-])c1
 : 0, -6, 1.8, 6, 104, -2, 0.0, -4, 3
COc1ccc(Cc2nnc(NC(=O)C3CC(=O)N(c4ccccc4C)C3)s2)cc1OC (stereo not drawn)
 : -8, 2, -0.9, 1, 100, 3, 0.0, 2, 2
CN1CCN(CCC(=O)N/N=C/c2ccccc2F)CC1
 : 8, -19, 2.0, -1, 95, 2, 0.0, 7, 0
Cc1ccc(NC(=O)CN(C)CC(=O)Nc2ccc(N3CCOCC3)cc2)cc1F
 : -1, -11, -0.1, 4, 138, 8, 0.0, -1, 6
CCC(C#CCN1CCCCC1)(CC)OCCC#N
 : 12, 8, 2.4, -1, 87, 0, -0.2, 1, 3
O=C(Cn1c(C(=O)N2CCN(C3CCCC3)CC2)cc2sccc21)c1ccccc1
 : 3, 1, 0.5, -5, 96, 4, -0.2, 5, 1
COc1ccccc1CNS(=O)(=O)c1ccc2c(c1)NC(=O)CO2
 : -5, -3, 0.2, 1, 95, -2, 0.1, 7, 6
COc1ccc(CN2CCNC(=O)C2CC(=O)N2CCCO2)c(OC)c1 (stereo not drawn)
 : 7, 20, -2.2, 1, 76, -5, 0.1, 4, 6
COc1ccc(CNC(=O)C(c2ccc(O)cc2)N(Cc2ccco2)C(=O)c2snc(C(N)=O)c2N)cc1 (stereo not drawn)
 : 1, -5, -2.9, 11, 83, -1, 0.0, 1, 3
COc1ccc2cc(CO)n(C)c2c1
 : ., 8, ., 4, 101, ., -0.2, 3, 8
C=CCNc1nc(N)c([N+](=O)[O-])c(Nc2cccc(Cl)c2)n1
 : 4, -5, 0.5, -34, 111, -35, 0.0, -30, -8
CC(C)Cc1[nH]c(=O)c(C#N)c2c1CCCC2
 : 8, 10, 3.5, 9, 102, 0, -0.1, 1, -1
COc1ccc(NC(=O)c2sc3nc(N4CCOCC4)c4c(c3c2N)CC(C(C)C)OC4)c(OC)c1 (stereo not drawn)
 : -2, -1, -0.6, -7, 94, -1, 0.0, 3, 5
O=C(CN1CCCC1)NC1C2CC3CC(C2)CC1C3 (stereo not drawn)
 : 15, -8, -0.4, 6, 110, -4, -0.1, -1, 3
COc1ccc(C(OCC(O)CNC(C)c2ccccc2)c2ccc(OC)cc2)cc1 (stereo not drawn)
 : -10, 2, -3.0, -1, 94, -1, -0.1, 0, 2
COc1cccc(NC(=O)CN(C)C(=O)CCCc2nc3ccccc3c(=O)[nH]2)c1
 : ., -2, ., -4, 93, ., -0.1, 4, 4
Cc1nn(C)c(Cl)c1CN1CCCC(C(=O)Nc2ccc(-c3cscn3)cc2)C1 (stereo not drawn)
 : -1, 8, -2.4, 6, 97, -3, -0.1, 5, 6
O=C(NCc1ccco1)c1ccc2c(c1)N(Cc1ccccc1)CCS2
 : 6, 0, 1.4, 2, 88, 3, 0.1, -4, 0
Cc1ccc(OCc2nc(-c3ccccn3)no2)cc1
 : -4, -5, -1.5, 12, 115, 2, 0.1, -9, -2
Cn1c(SCC(=O)Nc2cccc(F)c2)nnc1-c1cc2ccccc2o1
 : -3, -3, -0.1, 1, 88, -6, -0.1, -7, -5
CC(=O)c1c(NC(=O)C(C)C)nc(C)nc1-c1ccccc1
 : 2, 3, 0.6, -1, 82, 1, -0.1, 1, -2
CSc1ccc(NC(=O)NCCCN2CCN(c3ccccc3F)CC2)cc1
 : 7, 4, 0.6, 2, 110, 1, -0.1, -6, 4
COc1ccc(S(=O)(=O)NCc2cccnc2)cc1
 : -2, -11, -2.1, 2, 100, -3, 0.1, -6, -6
C(=C\c1ccccc1)/CSc1nnc(-c2ccccn2)n1Cc1ccco1
 : -4, 9, 2.5, -1, 94, -4, 0.1, -9, -2
O=C1C(NS(=O)(=O)c2ccc(Cl)cc2)=C(N2CCCCC2)C(=O)c2ccccc21
 : -2, 1, -2.6, 10, 115, 8, -0.2, 11, 15
COc1ccc(CCNC(=O)Cn2nnc(-c3ccccc3F)n2)cc1OC
 : 5, -8, 1.2, 2, 105, -4, -0.1, 7, 0

The closing two records of the part before open the next one:
Screens in order: EBNA-1 inh, ZTA counter, MEX-5 binding, GLD-1 TGE inh, CR mimetic SO, Fam108B counter, Efflux pump mplx, MCL1-BIM inh, BCLXL inh
O=C1C(NS(=O)(=O)c2ccc(Cl)cc2)=C(N2CCCCC2)C(=O)c2ccccc21
 : -2, 1, -2.6, 10, 115, 8, -0.2, 11, 15
COc1ccc(CCNC(=O)Cn2nnc(-c3ccccc3F)n2)cc1OC
 : 5, -8, 1.2, 2, 105, -4, -0.1, 7, 0
C#CCOC(=O)C(NC(=O)c1ccccc1)=C1CCCCC1
 : -3, 5, 2.6, -6, 98, -5, 0.3, 7, 3
O=C(O)c1ccc(-c2ccccc2)[nH]1
 : -6, -6, 1.6, 2, 113, 2, -0.1, -9, 5
O=C(Nc1cccc(-c2cccc(F)c2)c1)C1CCN(CC2CCOC2)CC1 (stereo not drawn)
 : 19, 11, 0.6, 3, 96, 1, 0.0, 15, 5
O=C(CSc1ccc([N+](=O)[O-])cc1)NNC(=O)c1ccccc1F
 : 15, 22, 0.0, 5, 107, -2, -0.4, 11, 7
Cc1nc2ccccc2c(=O)n1/N=C/c1ccc(O)cc1
 : -6, 0, 0.2, 7, 86, -4, 0.0, 4, 1

Single records (already shown).
Cc1nc2ccccc2c(=O)n1/N=C/c1ccc(O)cc1 is listed as EBNA-1 inh: -6; ZTA counter: 0; MEX-5 binding: 0.2; GLD-1 TGE inh: 7; CR mimetic SO: 86; Fam108B counter: -4; Efflux pump mplx: 0.0; MCL1-BIM inh: 4; BCLXL inh: 1
O=C(CSc1ccc([N+](=O)[O-])cc1)NNC(=O)c1ccccc1F is listed as EBNA-1 inh: 15; ZTA counter: 22; MEX-5 binding: 0.0; GLD-1 TGE inh: 5; CR mimetic SO: 107; Fam108B counter: -2; Efflux pump mplx: -0.4; MCL1-BIM inh: 11; BCLXL inh: 7
O=C(O)c1ccc(-c2ccccc2)[nH]1 is listed as EBNA-1 inh: -6; ZTA counter: -6; MEX-5 binding: 1.6; GLD-1 TGE inh: 2; CR mimetic SO: 113; Fam108B counter: 2; Efflux pump mplx: -0.1; MCL1-BIM inh: -9; BCLXL inh: 5
